Screening results from PubChem.
STK33 inh – human STK33 kinase inhibition. purified STK33, MBP phosphorylation, ADP-Glo luminescence. inhibition, % at 10 µM. hit rate 0.073% among 320,000. AID 2661;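 active = inhibition at or above 25%, using the most active replicate where run in duplicate; inactive = inhibition below 25%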
Target sequence (Q9BYT3 whole entry, looked up): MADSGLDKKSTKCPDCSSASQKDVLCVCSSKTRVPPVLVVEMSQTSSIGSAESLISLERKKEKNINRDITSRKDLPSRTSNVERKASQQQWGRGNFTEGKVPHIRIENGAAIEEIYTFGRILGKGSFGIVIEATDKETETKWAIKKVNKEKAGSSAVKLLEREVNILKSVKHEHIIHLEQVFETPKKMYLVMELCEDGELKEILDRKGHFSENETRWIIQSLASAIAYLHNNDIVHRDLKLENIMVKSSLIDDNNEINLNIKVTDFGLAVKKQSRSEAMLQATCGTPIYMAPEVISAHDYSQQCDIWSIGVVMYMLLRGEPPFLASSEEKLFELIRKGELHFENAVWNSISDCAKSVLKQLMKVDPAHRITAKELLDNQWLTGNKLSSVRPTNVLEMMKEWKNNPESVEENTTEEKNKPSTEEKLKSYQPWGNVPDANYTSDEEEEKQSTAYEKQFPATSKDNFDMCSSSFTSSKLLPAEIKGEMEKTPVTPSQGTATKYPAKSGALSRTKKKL
OX1R FRET antag – OX1R (human) antagonism. hit rate 1.8% among 330,000. O43613. inhibition, % at 6.6 µM. OX1R-expressing cells, FRET antagonist read-out; in the data active = inhibition mostly above about 38%, no sharp cut-off; inactive = mostly below about 40%;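 also: 0% = agonist challenge alone and 100% = reference antagonist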
Target sequence (O43613 whole entry, looked up): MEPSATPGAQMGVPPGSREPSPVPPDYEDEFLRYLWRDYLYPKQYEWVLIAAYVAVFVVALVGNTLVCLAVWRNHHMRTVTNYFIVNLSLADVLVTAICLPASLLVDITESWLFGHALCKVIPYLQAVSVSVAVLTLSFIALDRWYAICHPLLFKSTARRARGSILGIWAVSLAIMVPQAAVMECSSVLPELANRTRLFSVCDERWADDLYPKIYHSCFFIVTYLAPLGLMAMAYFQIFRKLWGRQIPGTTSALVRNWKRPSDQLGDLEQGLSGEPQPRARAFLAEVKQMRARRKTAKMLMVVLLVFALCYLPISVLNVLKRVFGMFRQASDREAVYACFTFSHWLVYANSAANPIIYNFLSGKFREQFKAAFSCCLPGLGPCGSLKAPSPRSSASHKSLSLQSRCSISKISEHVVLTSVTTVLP
The depositor's hits bear a star; nt = no result given.

cpd | STK33 inh | OX1R FRET antag | compound
1 | -1.9 | 5.3 | Cc1noc(C)c1NC(=O)N(C)C[C@H]1Oc2ccc(NC(=O)Nc3ccc(C(F)(F)F)cc3)cc2C(=O)N([C@H](C)CO)C[C@@H]1C
2 | 0.1 | 9.3 | O=C1NC(=O)C2(CCCc3ccccc32)N1 (stereo unspecified)
3 | 0.4 | 4.3 | CC1CCCCC1NC(=O)C1CCN(S(=O)(=O)c2ccc3c(c2)CCC(=O)N3)CC1 (stereo unspecified)
4 | 1.3 | 24.3 | COc1ccc(O)c(C(=O)c2cnc3c(c2)c(C)nn3C)c1
5 | -2.4 | 10.7 | CC(=O)c1c(C(C)=O)c(C)n(-c2ccc(C(=O)O)cc2)c1C
6 | 1.0 | 11.6 | COc1cc(C(=O)Nc2ccc(S(=O)(=O)N3CCc4ccccc43)cc2)cc(OC)c1OC
7 | -1.3 | 2.3 | O=C(NCCN1CCN(C(=O)c2cccc(OC(F)F)c2)CC1)c1cccc(OC(F)F)c1
8 | -2.4 | 8.4 | Cc1ccc(C(=O)N(C)Cc2nc3ccccc3c(=O)[nH]2)cc1NC(=O)c1ccco1
9 | -0.1 | 12.4 | Cc1ccc(-c2nn3c(C)nnc3c3ccccc23)cc1S(=O)(=O)N1CCN(CCO)CC1
10 | -0.7 | 12.1 | CCOc1ccc(S(=O)(=O)Nc2cccc(C(=O)NCC(c3ccco3)N3CCCC3)c2)cc1 (stereo unspecified)
11 | -2.2 | 6.6 | CCCOc1ccc(N2C(=O)CC(SC(=NCC)NCC)C2=O)cc1 (stereo unspecified)
12 | -0.6 | 1.6 | CC(=O)c1ccc(OCC(=O)OCc2cc(-c3ccco3)on2)cc1
13 | -5.9 | 15.7 | O=C1C=C(Nc2ccc(Cl)cc2)CC(c2ccccc2)C1 (stereo unspecified)
14 | 0.2 | 15.1 | Cc1cccc(NC(=O)/C(C#N)=C/c2ccc(Sc3ccccc3)o2)c1C
15 | -1.0 | 12.8 | CSc1ccc(COC(=O)CCS(=O)(=O)c2ccc(C)cc2)cc1
16 | 0.6 | 1.7 | COc1ccc(NC(=O)C2CC(c3ccccc3O)=NO2)cc1OC (stereo unspecified)
17 | -1.1 | 10.0 | O=C(Nc1ccc2c(c1)oc1ccc(S(=O)(=O)N3CCCC3)cc12)C1CC1
18 | -0.3 | 5.0 | FC(F)(F)c1cc(-c2ccccc2)nc2nc(N3CCOCC3)sc12
19 | nt | 10.0 | CC1(C)CC(=O)C(Sc2ccccc2[N+](=O)[O-])=C(O)C1
20 | -1.2 | 13.9 | COc1ccc(N(C(=O)c2snc(C(N)=O)c2N)C(C(=O)NC2CCCCC2)c2ccc(C)o2)cc1 (stereo unspecified)
21 | -7.1 | 18.6 | CCC(c1nnc(SCC(=O)NCCc2ccc(Cl)cc2Cl)o1)N(C)C (stereo unspecified)
22 | -2.0 | 33.7 | C/C(=N\NC(=O)c1ccc(Cn2cc([N+](=O)[O-])cn2)o1)c1cccc(NC(=O)C(C)C)c1
23 | -1.3 | 0.3 | CC(=O)Nc1ccc(NC(=O)C2CC(=O)Nc3ncnn32)cc1 (stereo unspecified)
24 | 5.8 | 18.9 | O=C(NN/C(=N/S(=O)(=O)c1ccc(Cl)cc1)c1ccccc1)c1ccc(O)cc1
25 | -0.3 | 3.2 | O=P(OC1CCCCC1)(OC1CCCCC1)C(O)c1cccnc1 (stereo unspecified)

Of the compounds above, 7 have four or more nitrogen atoms:
cpd | STK33 inh | OX1R FRET antag | compound
1 | -1.9 | 5.3 | Cc1noc(C)c1NC(=O)N(C)C[C@H]1Oc2ccc(NC(=O)Nc3ccc(C(F)(F)F)cc3)cc2C(=O)N([C@H](C)CO)C[C@@H]1C
8 | -2.4 | 8.4 | Cc1ccc(C(=O)N(C)Cc2nc3ccccc3c(=O)[nH]2)cc1NC(=O)c1ccco1
9 | -0.1 | 12.4 | Cc1ccc(-c2nn3c(C)nnc3c3ccccc23)cc1S(=O)(=O)N1CCN(CCO)CC1
20 | -1.2 | 13.9 | COc1ccc(N(C(=O)c2snc(C(N)=O)c2N)C(C(=O)NC2CCCCC2)c2ccc(C)o2)cc1 (stereo unspecified)
21 | -7.1 | 18.6 | CCC(c1nnc(SCC(=O)NCCc2ccc(Cl)cc2Cl)o1)N(C)C (stereo unspecified)
22 | -2.0 | 33.7 | C/C(=N\NC(=O)c1ccc(Cn2cc([N+](=O)[O-])cn2)o1)c1cccc(NC(=O)C(C)C)c1
23 | -1.3 | 0.3 | CC(=O)Nc1ccc(NC(=O)C2CC(=O)Nc3ncnn32)cc1 (stereo unspecified)

Back to the main list, repeating the four entries before the break.
cpd | STK33 inh | OX1R FRET antag | compound
22 | -2.0 | 33.7 | C/C(=N\NC(=O)c1ccc(Cn2cc([N+](=O)[O-])cn2)o1)c1cccc(NC(=O)C(C)C)c1
23 | -1.3 | 0.3 | CC(=O)Nc1ccc(NC(=O)C2CC(=O)Nc3ncnn32)cc1 (stereo unspecified)
24 | 5.8 | 18.9 | O=C(NN/C(=N/S(=O)(=O)c1ccc(Cl)cc1)c1ccccc1)c1ccc(O)cc1
25 | -0.3 | 3.2 | O=P(OC1CCCCC1)(OC1CCCCC1)C(O)c1cccnc1 (stereo unspecified)
26 | -1.4 | 10.4 | CN(Cc1cnccn1)C(=O)CC1C(=O)NCCN1Cc1cccc(F)c1 (stereo unspecified)
27 | -0.6 | 7.1 | CCOC(=O)C1(CCOc2ccccc2)CCN(Cc2cccc3nonc23)CC1
28 | -0.2 | 7.6 | CCCn1nc(C(=O)Nc2ccc3c(c2)OCCO3)c2ccccc2c1=O
29 | -0.2 | 29.3 | Cc1cc(=O)[nH]c(SCC(=O)Nc2cccc(C(F)(F)F)c2)n1
30 | -1.3 | 26.2 | Cc1noc(C)c1COC(=O)Cc1ccc(Cl)cc1
31 | 2.8 | 2.9 | CC(=O)N1CCN(C(=O)CSc2nc3c(cnn3-c3ccccc3)c(=O)[nH]2)CC1
32 | 0.7 | 41.4 | Nc1ccccc1C(=O)N=Nc1[nH]c(N)c2ccccc12
33 | 0.6 | 18.8 | CCOC(=O)CON1C(=O)C(C)(C)N(OCC(=O)OCC)C(=O)C1(C)C
34 | -1.3 | 17.1 | CC1CN(C(=O)COC(=O)c2ccc(S(=O)(=O)N(C)C)cc2)CC(C)O1 (stereo unspecified)
35 | 0.9 | 9.8 | CCOC(=O)C1CCN(C(=S)Nc2cccc(C)c2C)CC1
36 | -0.7 | 19.5 | CCCCN(C(=O)C1=COCCO1)c1c(N)n(Cc2ccccc2)c(=O)[nH]c1=O
37 | -0.2 | -0.3 | CC1CCCC(NC(=O)CSc2ncccn2)C1C (stereo unspecified)
38 | nt | 17.6 | O=C(CCc1ccc(S(=O)(=O)NCc2ccccc2)cc1)N1CCN(Cc2ccc3c(c2)OCO3)CC1
39 | 1.1 | 16.2 | CN(N)C(=S)Nc1ccc(Cl)cc1
40 | -2.3 | 8.5 | CN(C)c1ccc(/C=N/N2C(=O)c3ccccc3C2=O)cc1
41 | 0.0 | 32.5 | CCOc1nc(C)nc(NC(=O)NS(=O)(=O)c2ccccc2Cl)n1
42 | 1.7 | nt | Nc1nc(NCCOCCO)nc(NCc2ccccc2)c1[N+](=O)[O-]
43 | -0.5 | 10.1 | Cc1c(NC(=O)c2c(N)n(-c3ccccc3)c3nc4ccccc4nc23)c(=O)n(-c2ccccc2)n1C
44 | -0.4 | 1.3 | O=C(O)C1CCN(C(=O)c2ccc(Cl)cc2)CC1
45 | -1.2 | 7.9 | Cc1ccc(NC(=O)N/C=C/c2ccccc2)cc1
46 | nt | 8.2 | Cc1ccccc1C(=O)NNC(=O)C(=O)N1CCCCC1
47 | nt | 0.7 | O=C(COC(=O)c1ccncc1)Nc1cc(S(=O)(=O)N2CCOCC2)ccc1Cl
48 | -0.3 | 7.0 | O=C(c1ccc(S(=O)(=O)N2CCCC2)cc1)N1CCCC(C(F)(F)F)C1 (stereo unspecified)
49 | -1.0 | 26.7 | CCOC(=O)c1cnc2ccc(C)cc2c1Sc1ccccc1C(=O)OC
50 | 0.0 | 10.6 | CC1SCC(=O)N(CC(=O)NCc2ccccc2)C1=O (stereo unspecified)
51 | -2.0 | 20.9 | COc1cc(C=O)ccc1OCCOc1ccccc1[N+](=O)[O-]
52 | 0.8 | 3.4 | CN(CCCNC(=O)Cn1cc2c(n1)CCCC2)C1CCCCC1
53 | -0.2 | -5.1 | CCO/C=C1/C(=O)N(C(C)=O)c2ccccc21
54 | -0.7 | 13.1 | CCOC(=O)Nc1ccc(C(=O)/C=C/c2ccccc2)cc1
55 | 0.0 | 19.0 | COc1ccc(NC(=O)Cc2ccc(C)cc2)c([N+](=O)[O-])c1
56 | 1.2 | 31.1 | O=C1C(=O)N(c2ccccc2)c2ccccc21
57 | -0.3 | 9.8 | O=C(NC(=S)Nc1cccc([N+](=O)[O-])c1)c1ccco1
58 | -1.5 | 8.1 | O=C(NC1=NCCS1)C1CC(=O)N(c2ccccc2)C1 (stereo unspecified)
59 | 0.2 | 8.0 | COc1ccc(Cn2c(CCC(=O)O)nc3cccnc32)cc1
60 | -0.2 | 27.3 | Cc1ccc(-c2cn3cc([N+](=O)[O-])ccc3n2)cc1
61 | 0.0 | 41.2 | CC(=O)Nc1ccc(S(=O)(=O)Nc2nccc(C)n2)cc1
62 | -1.8 | 38.7 | O=S(=O)(CC12C3C4C5C1C2C(Br)(C43)C51OCCO1)c1ccccc1 (stereo unspecified)
63 | -1.0 | 31.9 | CC(C)C[C@@H](COc1ccccc1)N1CCN(CCc2ccccc2)CCC1=O
64 | -1.3 | 24.3 | CC1(C)C[C@H](O)[C@]2(CO)[C@H](O)C[C@]3(C)C(=CCC4[C@@]5(C)CC[C@H](O)C(C)(C)C5CC[C@]43C)[C@@H]2C1 (stereo partly specified)
65 | -0.2 | 7.8 | CCCc1nc2ccccc2c(C(=O)OCC(=O)N2CCc3ccccc32)c1CC
66 | -1.3 | 8.6 | Cc1cc(C(=O)Nc2ccccc2N2CCOCC2)c(C)o1
67 | 0.4 | 13.8 | Cc1ccc(S(=O)(=O)N(C)c2ccc(OC(C)C(=O)N3CCCC3)cc2)cc1C (stereo unspecified)
68 | 0.9 | 16.3 | COc1ccc(C2CC(c3cccs3)=NN2C(=O)CSC2=NN3CCCC(=O)N=C3S2)cc1 (stereo unspecified)
69 | -1.7 | 8.5 | CN(CC(=O)Nc1cccc(S(=O)(=O)N2CCCC2)c1)Cc1ccccc1
70 | -0.6 | 11.4 | CSCCC(NC(=O)c1ccco1)C(=O)NCc1ccc(F)cc1 (stereo unspecified)
71 | -1.5 | 16.4 | Cc1cc(C)nc(SCc2ccc(C(=O)NNC(=O)Nc3cccc(Cl)c3)cc2)n1
72 | 0.3 | 10.7 | O=C(Cc1ccc(Br)cc1)OCC(=O)N1CCCCCC1
73 | 0.0 | 27.8 | O=C1CC2(CCCC2)CC(=O)N1CCCCN1CCN(c2ncccn2)CC1
74 | -2.1 | 24.1 | COc1ccc(NC(=O)c2ccc3c(c2)C(=O)N(CC2CCCO2)C3=O)cc1 (stereo unspecified)
75 | -0.1 | 10.1 | COCCn1nnnc1C(c1cc2ccc(C)cc2[nH]c1=O)N(Cc1ccco1)Cc1cccs1 (stereo unspecified)

As a working copy, six of the compounds above:
cpd | STK33 inh | OX1R FRET antag | compound
70 | -0.6 | 11.4 | CSCCC(NC(=O)c1ccco1)C(=O)NCc1ccc(F)cc1 (stereo unspecified)
71 | -1.5 | 16.4 | Cc1cc(C)nc(SCc2ccc(C(=O)NNC(=O)Nc3cccc(Cl)c3)cc2)n1
72 | 0.3 | 10.7 | O=C(Cc1ccc(Br)cc1)OCC(=O)N1CCCCCC1
73 | 0.0 | 27.8 | O=C1CC2(CCCC2)CC(=O)N1CCCCN1CCN(c2ncccn2)CC1
74 | -2.1 | 24.1 | COc1ccc(NC(=O)c2ccc3c(c2)C(=O)N(CC2CCCO2)C3=O)cc1 (stereo unspecified)
75 | -0.1 | 10.1 | COCCn1nnnc1C(c1cc2ccc(C)cc2[nH]c1=O)N(Cc1ccco1)Cc1cccs1 (stereo unspecified)

(next part)
cpd | STK33 inh | OX1R FRET antag | compound
76 | -1.1 | 9.7 | CCCn1c(N)c(C(=O)CSc2ncc(C(F)(F)F)cc2Cl)c(=O)[nH]c1=O
77 | nt | 8.2 | FC(F)(F)c1ccc(Cl)c(NC(=S)NC2CC2)c1
78 | -0.6 | 16.8 | C/C(CC(=O)NCc1ccccc1)=N\NC(=O)c1cnccn1
79 | -0.2 | 21.8 | Cc1cccc(Nc2ncnc3onc(-c4cccc(Cl)c4)c23)c1
80 | -1.6 | -1.2 | CCCCC(=O)NC(NC(=S)N1CCOCC1)C(Cl)(Cl)Cl (stereo unspecified)
81 | 0.1 | 34.9 | Cc1ccc(-n2ccnc(SCC(=O)NC3CCCC3)c2=O)cc1F
82 | 1.8 | 0.1 | Cc1ccc2nc(NCCNC(=O)c3ccccc3)c(C#N)cc2c1
83 | -0.8 | 34.5 | O=c1ccn(CCc2c[nH]c3ccccc23)c2c1CCCC2
84 | -1.3 | 13.8 | Cc1cc(NC(=O)CSCc2ccccc2)no1
85 | -0.6 | 4.9 | O=C(c1ccc(=O)[nH]n1)N1CCc2ccccc2C1
86 | 0.8 | 22.0 | COc1ccc(-c2cc(=O)oc3cc(OC(C)C(=O)NCCCn4ccnc4)ccc23)cc1 (stereo unspecified)
87 | 6.6 | 6.9 | CCOc1ccc(Cl)cc1/C=N/O
88 | -1.1 | 6.7 | O=S(=O)(c1cccc(-c2nc3ccccc3s2)c1)N1CCOCC1
89 | -0.2 | 9.9 | O=C(Nc1ccc([N+](=O)[O-])cc1)c1ccc(Cn2cc([N+](=O)[O-])cn2)cc1
90 | -0.7 | 18.9 | CC1=C(C(=O)OC(C)(C)C)C(c2cccs2)NC(=O)N1 (stereo unspecified)
91 | -0.9 | 23.2 | O=C(c1ccc(Cl)c(S(=O)(=O)N2CCCC2)c1)N1CCOCC1
92 | 0.0 | -0.7 | Cc1ccc2c(c1)c1c(n2CCc2ccc(C)nc2)CCN(C)C1
93 | 0.3 | 26.2 | Cc1cc(S(=O)(=O)NCc2ccncc2)c(C)cc1Br
94 | -0.4 | 9.1 | COc1ccc(CNC(=O)c2cccc(N3CCCC3=O)c2)cc1
95 | -0.8 | 6.0 | Cc1ccc(NC(=O)CN(C)C(=O)CCSc2ccc(F)cc2)cc1
96 | -2.3 | 14.3 | Cc1cc(-c2nc(-c3ccncc3)no2)ccc1[N+](=O)[O-]

Not a hit list; any-hit rate near 1.8%.
